HePTP inhibitor: inhibitors of human HePTP phosphatase, primary screen, biochemical, absorbance, leukemia target | AID 521, 2006 | recombinant HePTP phosphatase activity, OD absorbance | Tyrosine-protein phosphatase non-receptor type 7 (Homo sapiens), P35236 | inhibition, % at 20 µM | actives 0.64% (n = 110,000); in the data active means inhibition above about 50%;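 further: plate controls were vehicle for no effect and reference inhibitor for full effect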
Target sequence (P35236 whole entry, looked up): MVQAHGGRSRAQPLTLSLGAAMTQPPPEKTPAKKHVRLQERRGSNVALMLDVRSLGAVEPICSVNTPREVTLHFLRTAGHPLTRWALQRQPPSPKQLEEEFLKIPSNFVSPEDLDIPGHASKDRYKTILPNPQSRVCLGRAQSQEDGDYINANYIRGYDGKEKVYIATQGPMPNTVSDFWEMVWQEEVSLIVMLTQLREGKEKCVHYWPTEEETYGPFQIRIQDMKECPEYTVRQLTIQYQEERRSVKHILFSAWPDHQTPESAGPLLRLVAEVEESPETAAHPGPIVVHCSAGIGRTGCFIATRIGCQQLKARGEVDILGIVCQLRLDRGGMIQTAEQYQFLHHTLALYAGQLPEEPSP
BAP1 inh: inhibitors of BAP1 deubiquitinase, primary screen, biochemical, Ub-AMC fluorescence, kinetic | Ubiquitin carboxyl-terminal hydrolase BAP1 (Homo sapiens), Q92560 | recombinant BAP1, Ub-AMC hydrolysis fluorescence kinetic; hits give low values | activity remaining (% of control), % at 20 µM | actives 0.48% (n = 72,000);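 active means activity remaining at or below 50% of control, provided the compound also passes the data quality filters; inactive means the rest, including low values that fail the filters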;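 further: 100% = DMSO wells rate and 0% = substrate alone blank rate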
Target sequence (Q92560 whole entry, looked up): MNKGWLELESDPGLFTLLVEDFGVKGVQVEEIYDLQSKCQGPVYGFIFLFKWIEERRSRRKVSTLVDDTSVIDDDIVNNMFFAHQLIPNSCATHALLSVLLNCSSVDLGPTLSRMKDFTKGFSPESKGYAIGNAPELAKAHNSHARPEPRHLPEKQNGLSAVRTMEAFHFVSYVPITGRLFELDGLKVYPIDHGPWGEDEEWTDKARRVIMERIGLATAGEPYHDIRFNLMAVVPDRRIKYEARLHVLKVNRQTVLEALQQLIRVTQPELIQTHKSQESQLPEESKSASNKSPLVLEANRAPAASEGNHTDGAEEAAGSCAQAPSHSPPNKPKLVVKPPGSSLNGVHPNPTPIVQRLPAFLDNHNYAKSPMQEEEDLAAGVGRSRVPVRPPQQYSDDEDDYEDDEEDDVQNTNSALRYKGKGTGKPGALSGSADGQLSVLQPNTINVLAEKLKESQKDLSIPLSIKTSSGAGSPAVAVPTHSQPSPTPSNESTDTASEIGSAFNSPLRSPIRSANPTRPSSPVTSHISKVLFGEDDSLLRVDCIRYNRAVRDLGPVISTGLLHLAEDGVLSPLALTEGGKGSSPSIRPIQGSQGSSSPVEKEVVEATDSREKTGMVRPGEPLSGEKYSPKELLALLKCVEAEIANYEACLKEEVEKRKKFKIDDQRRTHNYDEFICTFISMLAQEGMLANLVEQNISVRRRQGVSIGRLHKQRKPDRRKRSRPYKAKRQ
An asterisk follows results filed as active; · = not tested or not shown.

SMILES | HePTP inhibitor | BAP1 inh
CCSc1nc(-c2cccs2)nc2c1c(=O)n(C)c(=O)n2C | 5 | 95
O=S(=O)(/N=C(/Nc1cccc(O)c1)c1ccccc1)c1ccccc1 | 4 | ·
Cc1cccc(NC(=O)/C(=C/c2ccc(C)o2)NC(=O)c2ccccc2)c1 | -4 | ·
COc1ccc(C(=O)Nc2ccc3c(c2)Cc2ccccc2-3)cc1Br | 0 | ·
CCOC(=O)C(NS(=O)(=O)c1ccc2c(c1)Cc1ccccc1-2)C(O)c1ccccc1 (stereo not drawn) | -2 | ·
O=C1c2ccccc2C(=O)N1CCc1c[nH]c2ccc(OC(=O)C34CC5CC(CC(C5)C3)C4)cc12 | · | 70
Cc1ccc(S(=O)(=O)Nc2ccc(OC(=O)c3ccc(Cl)cc3)cc2)c(C)c1 | 9 | ·
O=C(CSc1nc2ccccc2[nH]1)c1cccs1 | 9 | 93
O=C(COc1ccc2ccccc2c1)NCCCN1CCOCC1 | -3 | ·
CC(C)(C)C(=O)CN1C2=NCCN2c2ccccc21 | -18 | ·
Cn1c(NC(=O)c2ccc(C(C)(C)C)cc2)cc(=O)n(C)c1=O | 5 | 95
CCOC(=O)C(CCCCCOc1ccccc1C(C)(C)C)C(=O)OCC | -28 | ·
NNC(=O)c1cc(=O)[nH]c2ccccc12 | -3 | ·
Cc1cccc(NC(=O)C2CCCN2S(=O)(=O)c2cccc3cccnc23)c1 (stereo not drawn) | -10 | 101
Cn1c(Cn2nnc3ccccc32)nnc1SCC(=O)N1c2ccccc2CCc2ccccc21 | 5 | 114
CN(C(=O)C(c1ccccc1)c1ccccc1)c1ccccc1 | -12 | ·
CCOC(=O)CCNC(=O)/C=C/c1ccco1 | 3 | ·
O=c1oc2ccc(Br)cc2cc1-c1csc(-c2cc3cc([N+](=O)[O-])ccc3oc2=O)n1 | -6 | ·
O=C1N(S(=O)(=O)c2ccccc2F)C(=O)C2(CCCC2)N1S(=O)(=O)c1ccccc1F | 10 | 76
Cc1cc(Br)ccc1S(=O)(=O)n1ccnc1 | 0 | ·
COC(=O)c1c(C(=O)OC)c2ccncn2c1Cl | 6 | ·
CC(=O)N1CCN(S(=O)(=O)c2ccc(C)cc2)C1c1ccc(N(C)C)cc1 (stereo not drawn) | 3 | ·
Cn1c(N2CCN(C(=O)Nc3ccc(C(F)(F)F)cc3)CC2)nc2ccccc21 | 5 | 94
Cc1nc2ccccc2n1CCC(C)C | 5 | ·

As a short view, part of the list above:
SMILES | HePTP inhibitor | BAP1 inh
O=S(=O)(/N=C(/Nc1cccc(O)c1)c1ccccc1)c1ccccc1 | 4 | ·
Cc1cccc(NC(=O)/C(=C/c2ccc(C)o2)NC(=O)c2ccccc2)c1 | -4 | ·
COc1ccc(C(=O)Nc2ccc3c(c2)Cc2ccccc2-3)cc1Br | 0 | ·
CCOC(=O)C(NS(=O)(=O)c1ccc2c(c1)Cc1ccccc1-2)C(O)c1ccccc1 (stereo not drawn) | -2 | ·
O=C1c2ccccc2C(=O)N1CCc1c[nH]c2ccc(OC(=O)C34CC5CC(CC(C5)C3)C4)cc12 | · | 70
Cc1ccc(S(=O)(=O)Nc2ccc(OC(=O)c3ccc(Cl)cc3)cc2)c(C)c1 | 9 | ·
O=C(CSc1nc2ccccc2[nH]1)c1cccs1 | 9 | 93
O=C(COc1ccc2ccccc2c1)NCCCN1CCOCC1 | -3 | ·
CC(C)(C)C(=O)CN1C2=NCCN2c2ccccc21 | -18 | ·
Cn1c(NC(=O)c2ccc(C(C)(C)C)cc2)cc(=O)n(C)c1=O | 5 | 95
CCOC(=O)C(CCCCCOc1ccccc1C(C)(C)C)C(=O)OCC | -28 | ·
NNC(=O)c1cc(=O)[nH]c2ccccc12 | -3 | ·
Cc1cccc(NC(=O)C2CCCN2S(=O)(=O)c2cccc3cccnc23)c1 (stereo not drawn) | -10 | 101
Cn1c(Cn2nnc3ccccc32)nnc1SCC(=O)N1c2ccccc2CCc2ccccc21 | 5 | 114
CN(C(=O)C(c1ccccc1)c1ccccc1)c1ccccc1 | -12 | ·
CCOC(=O)CCNC(=O)/C=C/c1ccco1 | 3 | ·
O=c1oc2ccc(Br)cc2cc1-c1csc(-c2cc3cc([N+](=O)[O-])ccc3oc2=O)n1 | -6 | ·
O=C1N(S(=O)(=O)c2ccccc2F)C(=O)C2(CCCC2)N1S(=O)(=O)c1ccccc1F | 10 | 76
Cc1cc(Br)ccc1S(=O)(=O)n1ccnc1 | 0 | ·
COC(=O)c1c(C(=O)OC)c2ccncn2c1Cl | 6 | ·

Next part
SMILES | HePTP inhibitor | BAP1 inh
CCOc1ccc(C(=O)Nc2ccc3oc(-c4ccccc4Cl)nc3c2)cc1 | 6 | ·
O=C(CCCn1c(=O)c2ccccc2n(CC(=O)NCc2ccco2)c1=O)NCc1ccco1 | -5 | 98
O=C(O)C1CC(=O)n2c(nc3ccccc32)S1 (stereo not drawn) | 4 | 117
Cc1ccccc1CS(=O)(=O)CCC(=O)NCCCN1CCN(c2ccccc2F)CC1 | 12 | 98
Cc1cc(-c2ccco2)c(C#N)c(=S)[nH]1 | 6 | ·
COC(=O)c1[nH]c2ccc(C)cc2c1NC(=O)Nc1ccccc1OC | 5 | 116
Cc1ccc(Cl)cc1NC(=O)CSc1nnnn1-c1ccccc1 | -1 | ·
CCOC(=O)c1c(NC(=O)OC)sc(C(=O)N(C)C)c1C | 11 | 97
CC(=O)c1ccc(NC(=O)c2cnn3c(C(F)(F)F)cc(-c4cccs4)nc23)cc1 | 12 | ·
O=C1C(C=NCCCn2ccnc2)=C(O)c2ccccc21 | 5 | 91
O=C(N=Nc1c(O)n(CN2CCCCC2)c2ccccc12)c1ccncc1 | 7 | ·
C#CCSc1nc2ccccc2n1C(=O)/C=C/c1ccco1 | -3 | ·
CN(C)c1ccc(CNC(=O)C(O)(c2ccc(F)cc2)c2ccc(F)cc2)cc1 | 2 | ·
Cc1ccc(NC(=O)CC2Oc3ccccc3NC2=O)c(C)c1 (stereo not drawn) | -5 | 91
CSc1ccc(S(=O)(=O)Nc2ccc3c(c2)OCCO3)cc1 | 0 | 87
O=C(Nc1nccs1)c1cc(N2CCOCC2)nc2ccccc12 | 2 | 103
COc1ccc(C2CC(c3ccccc3)Nc3nc(N)nn32)cc1 (stereo not drawn) | -4 | 62
COc1ccc(S(=O)(=O)N(CC(=O)N2CCN(C)CC2)c2ccc(C)cc2)cc1OC | 6 | 116
CC(=O)Cc1c(C(=O)O)c(C)nn1-c1ccccc1 | 8 | ·
CCOC(=O)C1CCN(C(=O)Cc2cccs2)CC1 | 5 | 96
Cc1ncoc1C(=O)Nc1ccc2c(c1)OCCO2 | 0 | 99
Cc1cccc(/C=C2/SC(=S)N(C)C2=O)c1 | -6 | ·
Cc1nc(NCCCn2ccnc2)c2ccccc2n1 | 5 | 88
CCOc1cc(/C=C2/SC(=S)N(CC)C2=O)ccc1OCc1ccc(Cl)cc1 | 6 | ·
Cc1ccc(S(=O)(=O)C2(C(=O)NC3CCCC3)CC2)cc1 | 10 | 118
CCOc1ccccc1NC(=O)CC1Sc2ccc(C(F)(F)F)cc2NC1=O (stereo not drawn) | 1 | ·
COCCNC(=O)c1ccc(CS(=O)(=O)c2ccccc2)o1 | 14 | 92
CC(=O)Nc1nnc(-c2ccc3c(c2)CCCC3)o1 | 6 | 90
CCOc1ccc(-n2c(Cc3cc(=O)[nH]c(=O)[nH]3)nnc2SC(C)C(=O)OC)cc1 (stereo not drawn) | 3 | 100
O=C(CCCOc1ccccc1)Nc1ccccc1F | -13 | ·
C=CCc1ccccc1OCCn1cc(C=C2C(=O)NC(=O)NC2=O)c2ccccc21 | -10 | ·
O=C(CN1CCN(c2ccc(F)cc2)CC1)NCC1CCCO1 (stereo not drawn) | -5 | 106
Cc1c(C(=O)OCC(C)(C)CN(C)C)oc2ccccc12 | 16 | 135
O=C(CCn1c(=O)oc2ccccc21)n1c(=O)oc2ccccc21 | 3 | 79
COc1ccc(C(N)CCc2ccco2)cc1 (stereo not drawn) | -3 | 91
CCC(=O)Nc1nc2ccccc2n1Cc1ccccc1 | 10 | 88
CC(C)(C)OC(=O)NNC(=O)C12CC3CC(CC(C3)C1)C2 | 5 | ·
CCCCNC(=O)c1cc2n(n1)C(C(F)(F)F)CC(c1ccccc1)N2 (stereo not drawn) | 3 | 116
CNc1oc(-c2ccccc2)nc1S(=O)(=O)c1ccccc1 | 1 | ·
Cc1sc(N/N=C/c2ccccc2)nc1-c1ccccc1 | -2 | ·
Cc1ccc(Cl)cc1NC(=O)CSc1nnc(C)n1-c1ccccc1 | 13 | 96
COc1cc(NC(=O)c2cnccn2)c(OC)cc1Cl | 5 | ·
CCOC(=O)c1c(-c2ccccc2)csc1NC(=O)CSc1nnnn1C | 9 | 65
Nc1ccc(NC(=O)c2cccs2)c(Cl)c1 | -10 | 94
COc1ccc(N2C(=O)S/C(=C\c3ccc(O)c(OC)c3)C2=O)cc1 | -3 | ·
Cc1cc(Cl)ccc1OCC(N)=O | 5 | ·
CCCS(=O)(=O)N1CCCC(C(=O)NCCCN2CCCC2=O)C1 (stereo not drawn) | 4 | 97
O=C(CCCc1cccs1)N1CCN(S(=O)(=O)c2ccccc2Br)CC1 | -8 | 119
COc1ccc(/C=N/NC(=O)C(=O)NCc2ccc(Cl)cc2)cc1 | -4 | ·
Cc1c(Cl)cccc1-c1ccc(C(=O)Nc2cccc3nsnc23)o1 | · | 182
O=C1C2C3C=CC(C3=C3CCCCC3)C2C(=O)N1c1ccc(Cl)c(Cl)c1 (stereo not drawn) | -8 | ·
O=C(O)C1C2CCC(C2)C1C(=O)NCc1ccccn1 (stereo not drawn) | 9 | 109
Cc1ccccc1-c1nc2cc(NC(=O)c3ccccc3[N+](=O)[O-])ccc2o1 | -7 | ·
CCOC(=O)C1=C(C)N=c2s/c(=C\c3ccc(OC)cc3)c(=O)n2C1c1ccc(OC)cc1 (stereo not drawn) | -11 | ·
O=c1[nH]cnc2scc(-c3ccsc3)c12 | -9 | ·
N#Cc1ccccc1N=Cc1ccc(Cl)cc1Cl | -6 | ·
Cc1ncsc1C(=O)Nc1nc2c(s1)CCCC2 | 3 | 117
CCOC(=O)c1c(N)sc(C(=O)Nc2cccc(OC)c2)c1C | 4 | ·
CC(=O)N1c2ccccc2N(Cc2ccc([N+](=O)[O-])cc2)C(=O)C1(C)C | -2 | 75
COC(=O)c1ccc(C(=O)Nc2cc(Cl)ccc2Cl)cc1NC(=O)c1ccccc1C | -12 | ·

(continued)
SMILES | HePTP inhibitor | BAP1 inh
COC(=O)C1=C(C)NC(C)=C(C(=O)OC)C1c1ccc(OCC(N)=O)cc1 | -2 | ·
N#Cc1cc(C(=O)c2cc(Cl)ccc2O)cn(CC2CCCO2)c1=O (stereo not drawn) | 4 | 92
Cc1ccc2nc(NC(=O)CCNS(=O)(=O)c3ccc(Br)s3)sc2c1 | -6 | 78
Cc1cc(C)n(/N=C/c2ccccc2)c(=O)c1C#N | 3 | 113
CC1(C)CC(=O)C(C2(O)C(=O)N(Cc3ccccc3)c3ccccc32)CO1 (stereo not drawn) | 3 | 83
COc1ccc(C(=O)Nc2ccccc2C(=O)O)cc1[N+](=O)[O-] | 4 | ·
CN(C)S(=O)(=O)c1cccc(CSc2cccc[n+]2[O-])c1 | 1 | 99
CCOC(=O)C1CCCN(C(=O)C2CCC(CNS(=O)(=O)c3ccc(NC(C)=O)cc3)CC2)C1 (stereo not drawn) | -4 | 83
O=C(O)CCN1C(=O)/C(=C/C=C/c2ccc([N+](=O)[O-])cc2)SC1=S | 0 | ·
CC1(C)Cc2ccccc2-c2n[nH]c(=S)n21 | 9 | 108
O=S(=O)(c1ccccc1)C1(S(=O)(=O)c2ccccc2)CCCC1 | 8 | 89
CCCCn1c(SCC(=O)Nc2nnc(CC)s2)nc2ccccc2c1=O | 6 | 90
COc1ccc(CN2CCOCC2)c(C)c1C | 2 | 104
COc1ccc(/C=C2\SC(=S)N(C(C(=O)O)C(C)C)C2=O)cc1OC (stereo not drawn) | -7 | ·
Cc1nc(C)c(/C(O)=C/c2nc3ccccc3[nH]c2=O)s1 | -9 | ·
O=C(N/N=C/c1ccc(Cl)cc1)c1cc(-c2ccc3ccccc3c2)n[nH]1 | 11 | ·
CC(C)c1ccc(C(=O)NC2CC2)cc1 | -12 | ·
CN(C)/C=N/c1c(C#N)cnn1-c1nc2ccccc2s1 | 2 | ·
Cc1ccc(N2C(=O)c3cccc([N+](=O)[O-])c3C2=O)c(C)c1 | -3 | ·
O=C(Nc1cccnc1)C1CCCN(S(=O)(=O)c2cccc3nsnc23)C1 (stereo not drawn) | 3 | 114
COc1cccc(NC(=O)c2cc([N+](=O)[O-])ccc2Br)c1 | 11 | ·
Cc1cc(=O)[nH]c(SCCOc2cccc(C(F)(F)F)c2)n1 | 2 | 71
COc1ccc2nc(C)cc(Nc3ccc(N4CCOCC4)cc3)c2c1 | 0 | 95
CCOc1cc(/C=N/NC(=O)c2cc(C)[nH]n2)ccc1Oc1ccc([N+](=O)[O-])cc1[N+](=O)[O-] | 6 | ·
O=C(NC(NC(=S)Nc1ccc(Cl)cc1Cl)C(Cl)(Cl)Cl)c1ccccc1Cl (stereo not drawn) | 0 | ·
O=C(Nc1ccccc1C(=O)N1CCN(Cc2ccccc2)CC1)c1ccc([N+](=O)[O-])cc1 | 1 | ·
Cc1ccc(OCCN2CCN(C(=O)CCC(=O)Nc3nnc(C)s3)CC2)cc1 | 14 | 105
O=C(c1ccc2c(c1)OCO2)N1CCN(c2ccc(F)cc2)CC1 | 4 | 103
Cc1cccc(NC(=O)Nc2cc(C)on2)c1 | -4 | 79
Cc1ccc(-n2nc3c(c2NC(=O)c2ccccc2Br)CS(=O)C3)cc1 (stereo not drawn) | 8 | 85
CCOc1ccccc1CNC(=O)CCN1C(=O)COc2ccccc21 | -3 | 97
COc1ccc(NC(=O)CN(c2ccc(F)cc2)S(=O)(=O)c2ccccc2)cc1OC | 8 | ·
